KinaseGlo FLuc: Counterscreen for Luciferase (Kinase-Glo TM) Inhibition | Luciferin 4-monooxygenase (Photuris pensylvanica), Q27757 | Kinase-Glo luciferase, ATP luminescence, 8 min | Potency, µM (doses to about 38.3 µM), for the others: at the highest dose activity change, negative = inhibition, hits mostly inhibitors | actives 0.28% (n = 200,000) | AID 1379, 2008; note: potency is the fitted concentration of half-maximal effect; % is set by controls: 0 for no effect and ±100 for the full control effect; nearly all actives have a fitted effect of over 60% in size
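Compound is pinned into ATP-containing buffer (10 uM ATP, imidazole pH 7.2, 7 mM MgCl2). Kinase-Glo luciferase reagent is then added. Light output is recorded following an 8-min room-temperature incubation.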
LMNA splice mod: qHTS Assay for Modulators of Lamin A Splicing. HeLa LMNA splicing GFP/RFP minigene ratio, 48 h. Potency, µM (highest dose often 46.1 µM), for inactives: at the highest dose ratio change, negative = inhibition, usual class: inhibitors. actives 0.01% (n = 200,000); active = well fitted inhibition curve with a large enough effect in the signal ratio, with a control signal flat, not every such curve was filed as active; inconclusive = small, poorly fitted or top-dose-only effect, or effect the other way, or a change in a side signal; the % refers to the signal ratio; note: potency is the fitted concentration of half-maximal effect; % is set by controls: 0 for no effect and ±100 for the full control effect
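Read-out is the ratio of GFP to DsRed2 object intensity, acquired by 488 nm laser-scanning cytometry on HeLa lamin A-EGFP minigene reporter cells. Compound incubation 48 hrs at 37 °C in Opti-MEM with 2% FBS; DMSO 0.5% final.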
HttQ103 aggreg: qHTS Multiplex Assay to Identify Dual Action Probes in a Cell Model of Huntington: Aggregate Formation (GFP); actives 1.1% (n = 220,000); Potency, µM (highest dose often 46.1 µM), inactives show at the top dose activity change, negative = inhibition, most hits filed as inhibitors; PC12 HttQ103-GFP aggregates, Acumen cytometry, 40 h; AID 1688, 2009; note: potency is the fitted concentration of half-maximal effect; % is set by controls: 0 for no effect and ±100 for the full control effect; nearly all actives have a fitted effect of over 60% in size
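Compounds (qHTS titration) were added to PC12 cells expressing an ecdysone-driven HTT exon 1 Q103–GFP fusion after induction with 100 nM tebufenozide. Aggregate formation was measured as GFP objects in cell lysates.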
NPSR antag: qHTS Assay for Antagonists of the Neuropeptide S Receptor: cAMP Signal Transduction | CHO-NPSR cells, cAMP TR-FRET, antagonist mode | AID 1461, 2008 | Potency, µM (top dose mostly 38.3 µM), for inactives: top-dose activity change, negative = inhibition, usual class: inhibitors | actives 1% (n = 220,000); note: potency is the fitted concentration of half-maximal effect; % is set by controls: 0 for no effect and ±100 for the full control effect; nearly all actives have a fitted effect of over 50% in size; many of its hits are not listed in these tables
Target sequence (Q6W5P4 whole entry, looked up): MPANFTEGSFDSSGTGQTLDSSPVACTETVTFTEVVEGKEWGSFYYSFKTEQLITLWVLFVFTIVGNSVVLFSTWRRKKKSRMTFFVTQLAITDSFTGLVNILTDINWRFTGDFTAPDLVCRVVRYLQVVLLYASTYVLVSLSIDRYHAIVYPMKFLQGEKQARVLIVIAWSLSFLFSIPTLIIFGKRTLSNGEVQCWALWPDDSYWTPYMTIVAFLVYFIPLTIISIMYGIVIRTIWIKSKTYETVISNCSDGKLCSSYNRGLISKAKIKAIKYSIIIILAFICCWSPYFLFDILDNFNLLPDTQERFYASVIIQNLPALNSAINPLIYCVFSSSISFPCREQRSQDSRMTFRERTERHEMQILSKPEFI
IMPase Li inh: qHTS Assay for Identifying the Cell-Membrane Permeable IMPase Inhibitors: Potentiation with Lithium; Potency, µM (doses to about 59.4 µM), without a hit: at the highest dose activity, negative = IMPase inhibition, hits mostly inhibitors; CHO-M1 cells, IP1 TR-FRET (IP-One), carbachol + lithium; actives 0.35% (n = 210,000); AID 1457, 2008;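 note: IP1 builds up when IMPase is blocked and the TR-FRET signal falls; potency is the fitted concentration of half-maximal effect; plate controls were basal vehicle for no effect and high inhibitor control for full effect; nearly all actives have a fitted effect of over 50% in size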
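Readout is a homogeneous TR-FRET IP1 immunoassay (Ex 320, Em 665 and 620), where raised cytosolic IP1 lowers signal. Cells were CHO-M1 treated 30 min at 37C with test compounds plus a little lithium; AC50 values came from Hill-equation fitting.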
Epigenetic derep: Quantitative High-Throughput Screen for Regulators of Epigenetic Control; murine LDR cells, GFP reporter derepression, 30 h; Potency, µM (top dose mostly 53.9 µM), without a hit: at the top dose GFP activation, actives largely listed as activators; actives 0.2% (n = 280,000); note: potency is the fitted concentration of half-maximal effect; % of control where 0% means no effect; nearly all actives have a fitted effect of over 60% in size
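Derepression of a silenced CMV-GFP reporter in murine LDR cells is scored by enumerating GFP-positive cells with a laser-scanning microplate cytometer after 30 hours of treatment at 37 C.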
CBFb-RUNX1 inh: qHTS Assay for Compounds Blocking the Interaction Between CBF-beta and RUNX1 for the Treatment of Acute Myeloid Leukemia; Runt-related transcription factor 1 (Homo sapiens) + Core-binding factor subunit beta …; Potency, µM (titrated, usually from 59.8 µM), for inactives: top-dose activity, negative = inhibition, hits mostly inhibitors; 230,000 tested, under 10 active; AID 1477, 2009; AlphaScreen CBFb-His/RUNX1-biotin binding, biochemical; note: % of control where 0% means no effect
Target sequence (Q01196 whole entry, looked up): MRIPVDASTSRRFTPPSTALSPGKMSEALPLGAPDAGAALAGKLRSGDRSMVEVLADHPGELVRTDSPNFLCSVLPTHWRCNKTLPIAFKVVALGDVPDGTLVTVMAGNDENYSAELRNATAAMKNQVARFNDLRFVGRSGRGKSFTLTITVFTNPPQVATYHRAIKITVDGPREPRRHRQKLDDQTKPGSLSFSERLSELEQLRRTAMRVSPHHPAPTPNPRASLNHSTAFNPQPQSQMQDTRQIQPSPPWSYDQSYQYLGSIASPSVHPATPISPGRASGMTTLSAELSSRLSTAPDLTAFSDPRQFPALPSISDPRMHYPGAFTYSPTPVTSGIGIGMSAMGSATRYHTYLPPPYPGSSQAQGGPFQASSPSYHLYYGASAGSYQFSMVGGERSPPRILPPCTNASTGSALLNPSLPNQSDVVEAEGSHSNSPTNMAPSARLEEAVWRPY
Target sequence (Q13951 whole entry, looked up): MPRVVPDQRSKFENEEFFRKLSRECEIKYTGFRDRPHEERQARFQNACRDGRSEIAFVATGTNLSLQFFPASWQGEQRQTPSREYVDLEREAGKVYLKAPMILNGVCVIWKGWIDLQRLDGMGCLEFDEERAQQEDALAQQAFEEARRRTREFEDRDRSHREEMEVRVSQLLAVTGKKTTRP
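His-tagged CBF-beta and biotinylated RUNX1 (30 nM each) were premixed 20 min at room temperature, exposed to compound for 15 min, then given nickel-chelate and streptavidin AlphaScreen beads (50 ng each). After 90 min, AlphaScreen signal was read.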
Starred values were filed as active, the others as inactive; ? = inconclusive; . = no result given; [ ] = dose if it differs, or a comment. Unless noted, calls come from the whole dose curve; as a rule, active = well fitted curve in the direction sought with a large enough effect; inconclusive = small, poorly fitted or top-dose-only effect, or another doubt; inactive = no such curve, though single readings can be large; an effect the other way counts as inactive or inconclusive. Only part of the results is shown. The share of hits here may be higher or lower than overall.

Values run as follows: KinaseGlo FLuc, LMNA splice mod, HttQ103 aggreg, NPSR antag, IMPase Li inh, Epigenetic derep, CBFb-RUNX1 inh
> c1ccc(COc2ccc(OCCOCCn3cncn3)cc2)cc1
    -3%, 7%, -8%, 0%[46.1 µM], 19%[38.3 µM], -0.8%, 4%
> CCCCN(C(=O)/C=C/c1ccc(OCC(C)C)c(OCC)c1)c1c(N)n(CCC)c(=O)[nH]c1=O
    -1%, ., ?, -13%, 3%, 3.2%, 19%
> C/C(=N\NC(=O)CN(c1ccccc1)S(C)(=O)=O)c1ccccc1O
    0%, ?, ?, -1%, 4%, -2.7%, 1%
> Cc1c(C(=O)NCc2ccccc2)cnn1-c1ccccc1
    -3%, -2%, -26%, -12%[46.1 µM], -31%[38.3 µM], 0.0%, -3%
> O=C(c1cnn2c(C(F)F)cc(C3CC3)nc12)N1CCOCC1
    -1%, -2%, 3%, 7%[46.1 µM], -1%[38.3 µM], -1.5%, -4%
> N=c1sccn1CC(=O)Nc1ccc2c(c1)CCC2
    12%, 4%, 7%, -7%[46.1 µM], 7%[38.3 µM], -4.5%, 3%
> COc1cc2[nH]c(=S)nc(NCC3CCCO3)c2cc1OC (configuration not stated)
    0%, 8%, 6%, 2%[46.1 µM], -12%[38.3 µM], 1.1%, 2%
> Cc1ccc(C(=O)CC(=O)COc2ccc(Cl)cc2)cc1
    2%, ?, 2%, 4%, 4%, -1.1%, 6%
> O=C(c1cccs1)c1coc2ccc(O)c(CN(CCO)CCO)c12
    2%, ?, 14%, 7%[46.1 µM], -8%[38.3 µM], -1.9%, 0%
> CCOC(=O)Nc1ccc(S(=O)(=O)Nc2cc(C)on2)cc1
    -1%, 7%, 3%, -12%[46.1 µM], 3%[38.3 µM], 1.2%, 1%
> COc1ccc(/C=C(\C#N)C(=O)OCC(=O)NC(C)c2ccccc2)cc1 (configuration not stated)
    -2%, 15%, 22%, 1%, -2%, -3.8%, 0%
> CCOCc1nnc(NC(=O)c2ccco2)s1
    4%, 4%, -8%, -6%[46.1 µM], -7%[38.3 µM], 0.0%, -1%
> CC1=CC(=C(C#N)C#N)C=C(C)N1CCN1CCN(C(=O)Nc2ccc(Cl)c(Cl)c2)CC1
    -1%, 6%, -4%, -15%, ?, 14%, ?
> CCOc1ccc(N(C(C)C(=O)NC(C)CC)S(C)(=O)=O)cc1 (configuration not stated)
    -2%, 4%, 7%, -8%[46.1 µM], 7%[38.3 µM], -2.2%, 7%
> CCOC(=O)CN(C(=O)CSc1nnc(CNc2ccc(F)cc2)n1C)c1ccccc1
    -4%, -4%, 10%, -1%[46.1 µM], 17%[38.3 µM], -1.0%, 2%
> Cc1cn2c(=O)c3ccccc3nc2n2c(=O)c3ccccc3nc12
    1%, ., ., ., 5%, -0.3%, -3%
> Cn1nc(C(=O)OCc2ccccc2F)c2ccccc2c1=O
    2%, -11%[46 µM], 13%, 7%, 14%, 0.0%, 9%
> CCN(Cc1ccccc1)c1ccc(/C=N/N=C(N)N)cc1
    -2%, ?, -9%, -33%, -5%, 1.5%, -17%
> COC(=O)c1ccc(C(NC(=O)OCc2ccccc2)/C(=C/[C@@H](C)C(=O)Nc2ccccc2)c2cccnc2)cc1 (some centres not stated)
    1%, ., ., ., 1%, 0.4%, 3%
> COc1cc2c(C#N)c(N3CCOCC3)nc(N)c2c(N)n1
    -26%, -17%, ?, 8%[46.1 µM], ?, -0.8%, -3%
> CSc1nc(-c2ccccc2)c(-c2ccccc2)[nH]1
    0%, ?, -30%, 26%[46.1 µM], 9%[38.3 µM], -2.3%, 0%
> Cn1c(=O)c2c(nc(CN3CCN(c4ccccc4)CC3)n2Cc2ccccc2Cl)n(C)c1=O
    1%, 17%, 17%, 2%[46.1 µM], -4%[38.3 µM], -1.0%, 1%
> Cc1cc(C)c(C(=O)Cn2nc(C(=O)O)c3ccccc3c2=O)cc1C
    ., ., 7%[9.22 µM], 17%, ., 1.3%, -8%
> CC(=O)c1cccc(NC(=O)NNC(=O)CCC(=O)Nc2ccc(C)c(C)c2)c1
    ., ., 12%, 4%, -2%, -0.4%, 9%
> O=C(COC(=O)c1ccccc1Cc1ccccc1)Nc1ccc(SC(F)F)cc1
    2%, ?, -11%, -46%, 15%, -1.0%, 18%
> CC(=O)c1cc(-c2ccccc2)n(CC(=O)Nc2cccc(C)c2)c1C
    -1%, -5%, 21%, -13%, 16%, -1.8%, -6%
> CCOC(=O)c1nnn(-c2nonc2N)c1-c1ccc(C)cc1
    -1%, 15%, -10%, -10%[46.1 µM], -2%[38.3 µM], -2.3%, 0%
> COc1ccc2c(c1)c1nc(SCC(C)C)n(CCO)c(=O)c1n2C
    0%, 5%, 0%, -8%[46.1 µM], -2%[38.3 µM], -1.0%, -1%
> COC(=O)NNC(=O)C1CCC(C(=O)NNC(=O)OC)CC1 (configuration not stated)
    ., -10%, 14%, -2%[46.1 µM], ., -0.9%, 2%
> O=C(CCCN1C(=O)/C(=C/c2cccs2)SC1=S)Nc1cccc(C(=O)O)c1
    3%, ., 15%, 3%, 4%, -2.0%, 3%
> O=C(CC1SCCNC1=O)Nc1ccc(Cl)cc1 (configuration not stated)
    -6%, ?, ., 8%, 2%, 1.1%, 4%
> Cc1cc(=O)[nH]c(N/N=C/c2ccc(Cl)c([N+](=O)[O-])c2)n1
    ., ?, -15%[9.22 µM], 15%, ., 2.1%, 2%
> Cc1ccc(-c2n[nH]c(=O)c3ccccc23)cc1S(=O)(=O)NCCO
    -4%, -22%, -2%, -5%[46.1 µM], 18%[38.3 µM], 0.0%, -1%
> CCNC(=O)Cn1c(=O)c2c(ncn2Cc2ccccc2)n(Cc2ccccc2)c1=O
    -4%, 6%, -17%, -7%[46.1 µM], -5%[38.3 µM], 5.6%, -1%
> COC(=O)[C@@H]1C[C@H]1[C@@H](NC(=O)c1cnccn1)c1ccccc1
    2%, ., ., ., 3%, 0.0%, 0%
> Cn1c(=O)c2c(nc(N3CCOCC3)n2CCCNC2=NCCC2)n(C)c1=O
    ., ?, 2%, -4%[46.1 µM], ., -1.8%, -10%
> CCN(c1ccccc1)S(=O)(=O)c1ccc(F)cc1C
    0%, 23%, -18%, -8%[46.1 µM], 36%[38.3 µM], -0.8%, 15%
> COc1ccccc1CNC(=O)c1ccc(OCc2c(C)noc2C)c(OC)c1
    -1%, 10%, ?, -9%[46.1 µM], 15%[38.3 µM], -1.0%, 10%
> CCOC(=O)c1c(C)n(CCO)c2ccc(O)cc12
    -3%, ?, -7%, -10%[46.1 µM], -14%[38.3 µM], 0.2%, -8%
> O=C(CCl)Nc1ccc(-c2ccccc2)cc1
    2%, ., 18µM*, -19%, 23%, -1.1%, 19%

Full records as entered above:
Shown for `COc1ccccc1CNC(=O)c1ccc(OCc2c(C)noc2C)c(OC)c1` = KinaseGlo FLuc: -1%; LMNA splice mod: 10%; HttQ103 aggreg: ?; NPSR antag: -9%[46.1 µM]; IMPase Li inh: 15%[38.3 µM]; Epigenetic derep: -1.0%; CBFb-RUNX1 inh: 10%
Shown for `O=C(CCl)Nc1ccc(-c2ccccc2)cc1` = KinaseGlo FLuc: 2%; LMNA splice mod: .; HttQ103 aggreg: 18µM*; NPSR antag: -19%; IMPase Li inh: 23%; Epigenetic derep: -1.1%; CBFb-RUNX1 inh: 19%

Next records:
Values run as follows: KinaseGlo FLuc, LMNA splice mod, HttQ103 aggreg, NPSR antag, IMPase Li inh, Epigenetic derep, CBFb-RUNX1 inh
> O=C(COc1ccccc1)N/N=C/c1ccc2c(c1)OCO2
    -2%, -27%[46 µM], 9%, -2%, -8%, 3.2%, ?
> Cc1ccc(Cn2ccc(NC(=O)c3noc4c3CCc3ccccc3-4)n2)cc1
    -2%, 18%, -15%, -12%[46.1 µM], 25%[38.3 µM], -2.7%, 3%
> CC(C)(C)OC(=O)N1CCC[C@H]1C(=O)N/N=C/c1ccc2nccnc2c1
    ., ., -3%[9.22 µM], 9%, ., 1.1%, 11%
> COC(=O)c1[nH]c(C)c(/C(O)=C2\C(=O)C(=O)N(CCN3CCOCC3)C2c2cccnc2)c1C (configuration not stated)
    0%, 2%, -26%, 2%[46.1 µM], 9%[38.3 µM], 0.9%, -1%
> CCCCNS(=O)(=O)/C=C/c1ccccc1
    1%, 14%, -11%, 9%, 2%, 3.2%, 14%
> N/C(=N\OC(=O)Oc1ccccc1)c1ccc([N+](=O)[O-])cc1
    -2%, -10%, -10%, 5%, -2%, -1.3%, 16%
> O=C(NC1CCCC1)C(c1ccsc1)N(C(=O)Cc1cccs1)c1cccc(F)c1 (configuration not stated)
    -1%, 2%[0.0737 µM], 8%, -8%[46.1 µM], 2%[38.3 µM], 0.0%, -1%
> COc1ccccc1-n1c(SCC(=O)N2CCOCC2)nc(O)c(Cc2ccccc2)c1=O
    1%, 3%, -8%, -6%[46.1 µM], -11%[38.3 µM], 0.0%, 3%
> NC(=O)CSc1nnc(COc2ccccc2)n1CCc1ccccc1
    1%, 6%, -2%, ?, -5%[38.3 µM], -1.0%, 1%
> Cc1ccc(OCCSc2nnc(NC(=O)c3ccco3)s2)cc1
    2%, -2%, 16%, -5%[46.1 µM], 13%[38.3 µM], 3.3%, 9%
> Cn1ccnc1C(=O)c1ccc(Cl)c(S(=O)(=O)N2CCOCC2)c1
    ., ., 5%[9.22 µM], 13%, ., 0.0%, 5%
> Cc1noc(C)c1C(=O)N1CCN(S(=O)(=O)c2cccc(Cl)c2Cl)CC1
    ., ., -1%[9.22 µM], 0%, ., 0.9%, 6%
> Cc1ccccc1-n1nc2c(c1NC(=O)c1cc3ccccc3oc1=O)CS(=O)(=O)C2
    2%, -10%, -5%, -5%[46.1 µM], 10%, 5.4%, 4%
> CC(C(=O)NCC1CCCCC1)N1CCc2ccccc2C1 (configuration not stated)
    -1%, -8%[46 µM], -3%, -31%, 15%, -1.1%, -4%
> Cc1cc(-c2csc(NC(=O)c3ccc(=O)[nH]c3)n2)c(C)n1Cc1ccccc1
    -3%, ., 18%, 4%, -5%, -0.4%, -3%

Screening results: PubChem BioAssay, National Center for Advancing Translational Sciences (NCATS)
